Screening results deposited in PubChem BioAssay by Broad Institute.
ERp5 block – inhibitors of ERp5-driven insulin aggregation, primary screen, biochemical, turbidity, absorbance 650 nm, single point. 90 min. inhibition, % at 9.99 µM. 0.05% of 350,000 active;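 active means mean replicate inhibition above about 25%, with every replicate also reaching it, limit read from the data, passing the limit was not always enough; inconclusive means only one of those two criteria met; inactive means neither criterion met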
SIRT5 block – SIRT5 desuccinylase inhibitors, primary screen, biochemical, fluorescence imaging, single point, set 5. NAD-dependent protein deacylase sirtuin-5, mitochondrial (Homo sapiens), Q9NXA8. Purified SirT5, succinyl-peptide AMC, trypsin-coupled fluorescence. inhibition, % at 15 µM. 1.1% of 330,000 active; in the data active means inhibition above about 15%; inconclusive means no clear call, values can overlap the other calls
Statin myotox sup – suppressors of statin myotoxicity in C2C12 myotubes, primary screen, cell-based, single point, plate reader. rescue of ATP level, % at 7.49 µM. 0.78% of 330,000 active. C2C12 myotubes + simvastatin, ATP luminescence, 48 h; scaled: DMSO 0, geranylgeraniol control 100;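 active means mean ATP rescue above about 67%, or every replicate alone reaching that limit, limit read from the data, passing the limit was not always enough; inconclusive means no clear call, values can overlap the other calls; inactive means mean under the limit and some replicate under it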;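 further: myotubes were challenged with 10 µM simvastatin during compound exposure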
E-selectin induc – E-selectin induction in HUVECs, primary screen, imaging, HUVEC, immunofluorescence imaging, single point; P16581; normalized: neutral wells 0, TNF-alpha wells 100; activation, % at 7.58 µM; 0.37% of 260,000 active;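 active means mean E-selectin-positive cell signal at least 10% of the positive control, reached in at least 60% of replicates, without over 20% cell loss; inconclusive means no rule given, readout overlaps actives, possibly toxicity-flagged; inactive means the rest, including those meeting only one limit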;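 further: in these data hits start at about 27%; measured in HUVEC primary endothelial cells; signal is the percent of cells scored E-selectin positive by PE staining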
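System: HUVEC / Compound: single concentration / Signal: immunofluorescence imaging / Read-out: percent E-selectin-positive cells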
S100A4 inh HTS – inhibitors of S100A4-myosin IIA peptide binding, primary screen, biochemical, fluorescence polarization, TAMRA-MyoIIA peptide; AID 652163, 2013; inhibition, % at 10.7 µM; Protein S100-A4 (Homo sapiens), P26447; 0.14% of 360,000 active;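 active means mean inhibition of at least 70% across replicates, with every replicate also reaching that level; inconclusive means mean inhibition reaches 70% but some replicates fall short; inactive means mean inhibition below 70%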
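Compound dosing: one dose per compound; test system: human S100A4 monomer with TAMRA-labelled myosin IIA peptide; probe or stimulus: TAMRA-labelled myosin IIA heavy-chain peptide probe, 5 nM; medium: HEPES buffer with Ca2+, pH 7.2; schedule: 5 min incubation before reading; benchmarks: neutral control DMSO, positive control TFP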
DENV2 CPE rescue – inhibitors of DENV2 cytopathic effect, primary screen, cell-based, plate reader, single concentration | 1.7% of 350,000 active | CPE inhibition, % at 9.99 µM | DENV2-infected cells, cytopathic effect rescue; in the data active means CPE inhibition above about 20%, passing the limit was not always enough; inconclusive means no clear call, values can overlap the other calls; tested in BHK-21 cells;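 further: 0% = median of neutral control wells and 100% = median of positive control wells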
PglD DTNB – C. jejuni PglD acetyltransferase inhibitors, primary screen, biochemical, DTNB colorimetric, single point | UDP-N-acetylbacillosamine N-acetyltransferase PglD (Campylobacter jejuni) | purified PglD enzyme, DTNB colorimetric CoA detection | inhibition, % at 12.5 µM | 0.098% of 360,000 active | AID 602405, 2012; in the data active means inhibition above about 16%, passing the limit was not always enough; inconclusive means no clear call, values can overlap the other calls; further: strong numbers were not always called active
Starred values were filed as active, the others as inactive; ? = inconclusive; & = joins results of further samples. A portion of the library (hit frequency here may not be typical).

SMILES | ERp5 block | SIRT5 block | Statin myotox sup | E-selectin induc | S100A4 inh HTS | DENV2 CPE rescue | PglD DTNB
CC12CC3CC(C)(C1)CC(N)(C3)C2 | -4&-3 | -3&-3 | -2&0 | -0.2&1.2 | 6&-3 | 5&-4 | -2&3
CC[C@@H]1C(=O)OC[C@@H]1Cc1cncn1C | 0&-3 | 3&-13 | 3&2 | -0.2&0.0 | 0&-12 | ? | 0&-1
